# Screening data: PubChem BioAssay, several laboratories
# aDG glyco act – activators of alpha-DG glycosylation, primary screen, uHTS, Pro5-aDG cells, AlphaScreen. alpha-DG glycosylation AlphaScreen (IIH6); 0% Pro5, 100% B10-LARGE cell signal. activation, % at 10 µM. actives 0.22% (n = 360,000);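 active = activation of at least 8% versus controls, or a plate z-score of at least 8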;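 note: Pro5 are CHO cells carrying HIG-tagged alpha-DG that lacks glycosylation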
# NR2E3 ag-1 – inhibitors of NR2E3-RetCOR corepressor binding, primary screen, NR2E3 agonist project, biochemical, TR-FRET, GST-NR2E3, biotin-RetCOR. inhibition of corepressor binding, % at 4.78 µM. AID 2300, 2010. actives 0.12% (n = 320,000). 1536-well;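 active = percent inhibition above the cutoff of mean plus 3 SD of all tested compounds, set per screening campaign, cut at about 20% in these data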;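 note: 0% = DMSO wells and 100% = biotin wells as full block of FRET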
# Target sequence (Q9Y5X4 whole entry, looked up): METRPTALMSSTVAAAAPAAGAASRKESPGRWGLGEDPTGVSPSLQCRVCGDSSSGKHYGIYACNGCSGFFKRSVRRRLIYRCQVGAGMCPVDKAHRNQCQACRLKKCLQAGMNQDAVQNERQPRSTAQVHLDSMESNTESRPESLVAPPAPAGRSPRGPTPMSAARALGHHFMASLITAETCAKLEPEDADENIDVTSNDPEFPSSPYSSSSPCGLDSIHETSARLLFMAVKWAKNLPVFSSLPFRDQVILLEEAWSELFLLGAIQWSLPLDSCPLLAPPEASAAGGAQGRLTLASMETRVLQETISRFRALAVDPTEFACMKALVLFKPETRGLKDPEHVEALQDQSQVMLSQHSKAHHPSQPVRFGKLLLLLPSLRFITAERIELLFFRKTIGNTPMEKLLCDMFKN
#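 System: GST-NR2E3 and biotin-RetCOR proteins; probe or stimulus: 7 nM biotin-RetCOR; doses: compound at 4.8 µM, single dose; schedule: Compound–protein incubation for 5 h at 4 °C; detection: time-resolved FRET; read-out: percent inhibition; controls: biotin wells as high control, 0.6% DMSO wells as low control; format: 1536-well plates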
# Vif imaging – HIV Vif self-association inhibitors, primary screen, imaging, HEK293T, single point; HEK293T cells, Vif self-association by quenched fluorescence, 24 h; inhibition, % at 7.49 µM; actives 0.35% (n = 340,000); in the data active = inhibition above about 50%, passing the limit was not always enough; note: some results filed as inactive read as strong as hits
# hiPSC survival – enhancers of single-cell hiPSC survival, primary screen, ATPlite luminescence | 100% = ROCK inhibitor wells, 0% = DMSO | actives 0.044% (n = 360,000) | survival enhancement, % at 20 µM; in the data active = survival enhancement above about 18%;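 note: cells exposed to compounds for 16 hours before the ATP read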
# HIF-2a block – HIF-2a reporter inhibitors, primary screen, luminescence, 786-0 RCC cells. AID 624352, 2012. inhibition, % at 18.8 µM. 786-0 RCC cells HIF-2a reporter, luciferase luminescence, overnight. actives 0.72% (n = 360,000);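 active = inhibition of the luminescence signal of 40% or more relative to plate controls, in a single-dose primary screen at 18.75 µM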
# TRPM1 prom inh – inhibitors of MITF-dependent TRPM1 promoter reporter, primary screen, cell-based, SK-MEL-5, single point, luciferase | SK-MEL-5 TRPM1 promoter luciferase, 24 h | inhibition, % at 12.5 µM | actives 0.83% (n = 330,000);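 active = mean inhibition across replicates of 60% or more, whatever share of single replicates reaches that level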; note: values of inactives mirror those of a sister screen read the other way
# Peg3 promoter – Peg3 promoter-driven luciferase inhibitors, primary screen, cell-based, HeLa, luciferase luminescence; HeLa PEG-Prom luciferase reporter, overnight; inhibition, % at 20 µM; actives 1.7% (n = 360,000);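 active = inhibition of at least 50% at 20 µM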
# CaV13 FRET inh – Primary screen for inhibitors of IQ motif and Ca2+-dependent inactivation inhibitor domain binding in CACNA1D, Förster resonance energy transfer in living cells, …; inhibition, % at 12.3 µM; actives 0.098% (n = 340,000); AID 743397; HEK cells, CFP/YFP FRET ICDI-IQ, plate reader, 10 min; percent FRET-ratio fall versus neutral wells;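 active = mean replicate inhibition of at least 30% and at least 1% of replicates passing that level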;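 note: 0% = median of the neutral control wells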
# PDI inh – inhibitors of human PDI, primary screen, biochemical, turbidity, single point, plate reader | actives 0.052% (n = 350,000) | AID 588391, 2011 | PDI insulin aggregation turbidity, A650, 90 min | inhibition, % at 10 µM;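 active = mean inhibition across replicates of 30% or more, whatever share of single replicates reach that level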;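 note: absorbance from insulin aggregation driven by PDI reduction with DTT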
# Target sequence (P07237 whole entry, looked up): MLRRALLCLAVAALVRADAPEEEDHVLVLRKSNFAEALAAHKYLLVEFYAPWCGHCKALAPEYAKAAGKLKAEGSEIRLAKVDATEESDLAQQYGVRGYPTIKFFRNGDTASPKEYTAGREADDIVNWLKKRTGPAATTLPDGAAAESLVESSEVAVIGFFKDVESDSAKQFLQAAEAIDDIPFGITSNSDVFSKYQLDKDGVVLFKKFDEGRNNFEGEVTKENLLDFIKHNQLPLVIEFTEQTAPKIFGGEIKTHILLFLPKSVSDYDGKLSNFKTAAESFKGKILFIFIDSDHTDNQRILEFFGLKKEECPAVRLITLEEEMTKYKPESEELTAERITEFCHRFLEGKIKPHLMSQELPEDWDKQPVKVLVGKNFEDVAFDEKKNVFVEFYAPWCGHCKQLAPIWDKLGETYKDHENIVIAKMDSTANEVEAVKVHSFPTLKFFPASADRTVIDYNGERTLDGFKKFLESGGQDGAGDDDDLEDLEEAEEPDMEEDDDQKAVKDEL
# Exocytosis inh – LAMP-1 surface exposure blockers, TALL-104 cells – cell-based, flow cytometry, MLPCN library, primary screen; TALL-104 LAMP-1 surface exposure; cells stimulated with thapsigargin and PMA; inhibition, % at 10 µM; actives 0.66% (n = 360,000);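 active = inhibition above about 55%, limit read from the data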
# NR2E3 ag-2 – NR2E3 agonists in two-hybrid cells, primary screen, cell-based, luminescence, CHO-S, Gal4-NCOR/VP16-NR2E3. luciferase. actives 0.35% (n = 360,000). AID 602229, 2012. Photoreceptor-specific nuclear receptor (Homo sapiens), Q9Y5X4. inhibition of corepressor binding, % at 3.98 µM;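 active = inhibition above the mean of all tested compounds plus 3 SD, cut at about 70% in these data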;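 note: 0% = DMSO with NR2E3 transfected cells and 100% = cells lacking NR2E3 construct; higher means lower luciferase signal from less NR2E3 corepressor binding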
# * marks the source's active call; other numbers are inactive results; . = no result given.
Molecule,aDG glyco act,NR2E3 ag-1,Vif imaging,hiPSC survival,HIF-2a block,TRPM1 prom inh,Peg3 promoter,CaV13 FRET inh,PDI inh,Exocytosis inh,NR2E3 ag-2
O=C(O)c1ccc(CSc2nc(-c3ccc(Cl)cc3)cc(C(F)(F)F)n2)cc1,0.0,3,-1,-0.2,5,-11,-2,-7,6,2,-2
Cc1cccc(NC(=S)NNC(=O)Cc2ccccc2)c1,0.0,3,-3,-1.9,5,7,4,-5,-5,-5,-18
COc1ccc(OC)c(CN2CCC(CNC(=O)Nc3cccc(Cl)c3)CC2)c1,0.2,0,1,-0.6,17,-16,22,-4,6,4,8
Cc1ccccc1NC(=S)/C(=C(\[O-])c1cc(C)n(Cc2ccccc2Cl)c1C)[n+]1ccccc1,-0.2,-2,1,0.6,2,0,6,-6,1,0,-9
CC1CCCN(C2=C(Cl)C(=O)N(c3cccc(Cl)c3)C2=O)C1 (stereo not given),-0.1,3,11,2.1,2,2,-3,-4,2,3,-14
COc1ccc(C(=O)C(=O)c2ccc(OCCO)cc2)cc1,-0.2,0,0,0.7,-16,-10,-31,-11,-7,-10,4
Cc1ccc(NC(=O)COc2ccc(N(C)C(=O)C(C)(C)C)cc2)cc1S(=O)(=O)N1CCCCC1,4.6*,.,.,0.3,11,25,37,-12,0,-2,63
CCOC(=O)c1cccc(NC(=O)CSc2nc(N)cc(N)n2)c1,0.2,3,-2,-2.5,12,6,12,-4,0,3,20
Cc1ccc(S(=O)(=O)N(C)c2ccc(OCC(=O)NC3=NCCS3)cc2)cc1,-0.7,0,0,-0.4,4,-9,3,11,13,-2,3
CCOc1cc(C(=S)N2CCC(O)CC2)ccc1OS(=O)(=O)c1ccc(Br)cc1,0.4,0,-5,-0.7,-53,-20,-20,-6,0,3,-3
COc1ccc(NC(=O)CN(Cc2ccccc2)S(C)(=O)=O)c(OC)c1,0.0,-1,-11,0.8,20,8,11,-10,6,-4,7
COc1ccc(-c2ccc3[nH]c4c(c3c2)CCN2C[C@@H]([C@H](C)O)[C@@H](N(C)C(=O)Nc3cc(Cl)cc(Cl)c3)C[C@@H]42)cc1,0.4,.,-2,-5.1,9,.,64*,-4,-8,21,8
N#Cc1ccc(OCC(=O)NCCCn2ccnc2)cc1,-0.2,.,11,-0.6,3,10,19,-5,-5,1,-16
CCn1cc(/C=C(\NC(=O)c2ccccc2Cl)C(=O)NCCN2CCOCC2)c2ccccc21,0.3,2,5,0.0,-2,4,-11,-4,-2,1,-24
CN(Cc1ccc(Cl)c(Cl)c1)C(=O)C1=CC=CN2CCS(=O)(=O)N=C12,0.1,-1,-2,-0.4,-8,-6,8,-5,-3,10,10
NC(=O)c1nn(-c2ccccc2)nc1NC(=O)CN1CCOCC1,-0.1,1,-4,-0.2,5,-2,18,-4,-7,-4,0
CCN1CCN(c2nc3ccccc3nc2C(C#N)S(=O)(=O)c2ccc(C)c(C)c2)CC1 (stereo not given),-0.2,0,1,-2.6,14,10,8,-5,-2,-3,15
CCCCn1c(N)c(N(CC(C)C)C(=O)C2CCN(S(=O)(=O)c3ccc(F)cc3)CC2)c(=O)[nH]c1=O,0.5,.,2,-0.3,13,7,16,-12,-1,0,-31
O=C(NCc1ccc(Cl)cc1)c1cc(=O)[nH]c2ccc(S(=O)(=O)N3CCOCC3)cc12,-0.2,0,.,-0.6,6,-2,6,-5,-1,0,17
COCOCCn1cc(CN2CCS(=O)(=O)N(Cc3ccc(-c4ccc(Cl)nc4)cc3)C(C(C)C)C2=O)nn1 (stereo not given),-0.2,.,-3,0.8,-11,.,-10,-6,-1,-8,-14
COc1ccc(N(CC(=O)NCc2ccncc2)S(=O)(=O)c2ccc(C)c([N+](=O)[O-])c2)cc1,0.1,-2,-4,-0.6,1,-7,16,6,-3,-1,-40
CCCOC(=O)c1ccc(NC(=O)c2cnccn2)cc1,0.2,-1,-9,5.6,-203,-61,-176,-5,3,6,-46
COCCNC(=S)N/N=C(\C)c1ccc(O)cc1,7.4*,-2,4,-2.2,4,4,0,-8,1,0,-16
CCC(=O)N1CCc2cc(S(=O)(=O)NCCC(=O)N3CCN(c4cccc(C)c4)C(C)C3)ccc21 (stereo not given),0.5,2,-7,-0.2,8,-6,24,-2,16,-1,40
CCOc1[nH]n(-c2ccc(Cl)cc2)c(=O)c1C=NCc1cccnc1,0.4,-3,-12,0.5,18,-8,13,7,16,24,-30
CCCN(C(=O)CSc1nnc(-c2ccncc2)n1CCC)c1c(N)n(Cc2ccccc2)c(=O)[nH]c1=O,0.0,.,-6,1.0,-9,.,11,-5,6,8,-24
Oc1ccc(/C=N/N=C/c2ccc(O)c(O)c2)cc1O,-0.1,-1,72*,-0.1,6,0,21,-18,0,4,-4
CN(Cc1c(C(=O)N/N=C/c2cccc(O)c2)nnn1-c1nonc1N)C1CCCCC1,0.0,5,-4,-0.5,7,8,17,-2,-24,-1,-4
O=c1cc(CN2CCN(c3ccc(Cl)c(Cl)c3)CC2)c2c(ccc3ccccc32)o1,-0.4,.,.,0.8,5,.,-37,-10,.,0,-23
CCOC(=O)c1c(C)oc2ccc(OCC(=O)N(CC)CC)cc12,0.0,0,-18,3.0,1,-1,-2,-4,-11,0,-10

# Some of the entries above, set out differently.
# Values in the order: aDG glyco act | NR2E3 ag-1 | Vif imaging | hiPSC survival | HIF-2a block | TRPM1 prom inh | Peg3 promoter | CaV13 FRET inh | PDI inh | Exocytosis inh | NR2E3 ag-2
- NC(=O)c1nn(-c2ccccc2)nc1NC(=O)CN1CCOCC1
    -0.1 | 1 | -4 | -0.2 | 5 | -2 | 18 | -4 | -7 | -4 | 0
- Oc1ccc(/C=N/N=C/c2ccc(O)c(O)c2)cc1O
    -0.1 | -1 | 72* | -0.1 | 6 | 0 | 21 | -18 | 0 | 4 | -4

# Carrying on:
Molecule,aDG glyco act,NR2E3 ag-1,Vif imaging,hiPSC survival,HIF-2a block,TRPM1 prom inh,Peg3 promoter,CaV13 FRET inh,PDI inh,Exocytosis inh,NR2E3 ag-2
NC(=O)c1ccc(NC(=O)CCNC(=O)c2ccco2)cc1,-0.1,1,-6,0.4,11,12,5,2,1,-2,-12
COc1ccccc1NC(=O)C12CCC(C)(C(=O)C1)C2(C)C (stereo not given),0.1,2,9,-2.4,13,11,9,-3,-5,2,-5
Cc1ccc(NC(=O)c2cc(NC(=O)c3ccco3)ccc2N2CCCCC2)cc1,0.3,-3,-7,-2.6,4,2,25,.,3,-3,11
c1ccc(-c2nc(NCCCn3ccnc3)c3oc4ccccc4c3n2)cc1,0.7,1,.,-0.7,-91,-1,46,-6,7,3,2
O=C(Cn1cccc1C(=O)c1ccccc1)NCCCc1ccccc1,0.8,-2,-1,-0.7,3,3,4,-3,0,28,-20
CC/C(=C/c1sc2ccc(C)cc2[n+]1CCO)SC,-0.1,0,-2,-1.1,-6,13,19,-5,-5,-2,-2
N#Cc1ccccc1COC(=O)c1ccc(Br)o1,0.0,1,-1,-0.1,2,7,-9,-7,3,-8,-9
Clc1cc(Cl)cc(CSc2nnc(-c3sccc3-n3cccc3)o2)c1,0.0,1,-2,-0.7,-29,5,5,1,3,-2,10
Brc1ccc(OCCCCN2CCCCC2)cc1,0.2,2,3,-0.3,-7,16,-7,-1,-1,25,10
CCOC(=O)CN1CC23C=CC(O2)C(C(=O)Nc2ccc(F)c(C)c2)C3C1=O (stereo not given),-0.3,-3,.,0.1,11,13,25,-5,-3,-1,-11
COCCCNC(=O)C1CCN(c2ccc(N3CCOCC3)nn2)CC1,0.0,-4,-2,-0.4,11,1,-32,-4,7,2,6
COCCCNC(=O)C[C@H]1C[C@H](C(=O)N2CCOCC2)[C@@]2(C)c3[nH]c4cc(-c5ccco5)ccc4c3CCN2C1=O,0.0,.,-9,0.1,10,2,1,-10,9,-7,-10
CC1(C)CC(=O)C(C(=O)C2CCN(S(=O)(=O)c3ccccc3)CC2)C(=O)C1,0.1,-1,3,-1.7,11,10,0,-4,-6,-1,19
CCCCC1(C)OC(=O)C(=Cc2ccc(-c3ccc(Cl)c(C(=O)O)c3)o2)C(=O)O1 (stereo not given),0.3,7,-3,0.3,12,-7,2,-17,6,-1,7
Cc1cccc(NC(=O)CSc2nnc(-c3ccccc3Br)o2)c1C,0.1,-3,-16,3.9,-2,-8,-13,0,2,-4,3
Cc1nc2c(c(=O)c3ccccc3n2C)c(=O)n1-c1ccccc1,-0.1,0,-2,-0.3,-12,3,2,-12,-2,1,-9
c1ccc(N/N=C2\CCCc3ccccc32)nc1,-0.3,12,-6,0.5,-52,-7,-23,10,-2,-4,-4
CC(CNC(=O)CN1C(=O)c2cccnc2Oc2ccc(Cl)cc21)c1ccccc1 (stereo not given),-0.1,-2,10,0.6,16,-4,32,-5,14,2,1
COc1ccc(NC(=O)COc2ccc(Br)cc2)c(OC)c1,0.2,-1,12,-0.5,-79,-20,-72,-20,2,11,-9
CC(O)/C=C/C1OC(=O)CC1Nc1ccc(C=O)cc1 (stereo not given),-0.5,3,5,6.5,8,-7,7,.,.,-2,-11
O=C(Nc1ccc(Oc2nnc(-c3ccccc3)c3ccccc23)cc1)c1ccccc1,0.4,-1,13,1.5,12,6,-7,-4,14,-4,-3
CC(C)C(NC(=O)c1ccc(C(C)(C)C)cc1)C(=O)Nc1cccc(S(N)(=O)=O)c1 (stereo not given),0.0,5,2,-0.6,10,7,-3,4,-4,2,2
CN(C)CCCOC(=O)COc1ccc(C(C)(C)C)cc1,0.1,-1,7,-0.2,13,-12,4,-1,3,0,5
CN(C)CCN(Cc1cc2cc3c(cc2[nH]c1=O)OCO3)C(=S)NCc1ccco1,-0.2,-3,-3,-0.9,15,3,7,-3,-2,0,11
COc1ccc(CCNC(=O)Nc2cccc([N+](=O)[O-])c2)cc1OC,0.1,5,2,3.4,10,7,0,-1,-1,-2,2
FC(F)(F)c1nnc(-c2ccccc2)nc1N1CCCC1,1.0,-1,13,-0.4,8,-2,7,2,-2,-1,16
O=C(NC(=S)NCCOCc1ccc(Cl)cc1)c1cccnc1,0.1,3,-4,-0.6,21,6,6,-6,-15,2,-14
CCOC1=C2CN(S(=O)(=O)c3ccc(C)cc3)[C@@H](c3cccc4ccccc34)C[C@H]2[C@H]2C(=O)N(c3ccccc3)C(=O)[C@H]2C1,1.4,.,7,0.3,14,.,8,-6,.,0,-9
O=c1[nH]c(=S)[nH]c2c1[C@H](C1CC1)O[C@H](CCc1ccccc1)C2,1.4,.,.,0.1,-3,.,.,-4,.,-4,6
